# Compound activity: PubChem, several laboratories
# 5-HT1A blocker = human 5-HT1a receptor antagonists, primary screen, cell-based, CHO, Ga15 NFAT-bla reporter | hit rate 0.68% among 62,000 | AID 612, 2007 | CHO 5-HT1a Ga15 NFAT-bla reporter, antagonist mode | inhibition, % at 10 µM;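 active = inhibition above the mean of all tested compounds plus 3 SD, cut at about 43% in these data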;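 note: receptor stimulated by 5-CT agonist at 100 nM near EC80; beta-lactamase reporter measured by ratiometric fluorescence of a cleavable substrate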
# S1P1 ag-PAM = S1P1 agonists and agonism potentiators, primary screen, cell-based, primary and confirmation screens, CRE-bla reporter; Sphingosine 1-phosphate receptor 1 (Homo sapiens), P21453; S1P1 CRE-bla cells, forskolin, beta-lactamase FRET, potentiator mode; S1P1 agonist co-added at EC20, 2 nM; 100% = saturating reference agonist, 0% = basal; activation, % at 9.5 µM; hit rate 0.57% among 56,000;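 active = activation above a cutoff set at the mean activation of all tested compounds plus 3 SD, cut at about 54% in these data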;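 note: forskolin at 4 µM as EC80 and the EC20 agonist is SEW2871; 100% = SEW2871 at its EC100 plus forskolin at EC80; some compounds past the cut are filed as inactive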
# Target sequence (P21453 whole entry, looked up): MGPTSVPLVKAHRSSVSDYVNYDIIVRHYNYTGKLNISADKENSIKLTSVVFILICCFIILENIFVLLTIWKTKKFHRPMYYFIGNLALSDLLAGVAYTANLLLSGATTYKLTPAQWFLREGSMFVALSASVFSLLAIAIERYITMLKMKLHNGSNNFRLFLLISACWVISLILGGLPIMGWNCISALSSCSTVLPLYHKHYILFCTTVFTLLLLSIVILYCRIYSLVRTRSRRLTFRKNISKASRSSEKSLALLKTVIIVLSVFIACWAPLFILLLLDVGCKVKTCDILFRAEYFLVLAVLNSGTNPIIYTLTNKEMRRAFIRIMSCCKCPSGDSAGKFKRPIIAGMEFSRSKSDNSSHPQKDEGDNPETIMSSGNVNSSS
# Her2 expr inh = inhibitors of Her2 protein expression, primary screen, SKBR-3 cells, AlphaScreen, 66K library; SKBR-3 HER2 protein level, 18-24 h; hits give low values; HER2 level % of control, % at 10 µM; hit rate 0.69% among 65,000;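 active = HER2 level under 5% of the carrier-only control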;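 note: 100% = DMSO carrier and 0% = 500 nM PU-H71 HSP90 inhibitor; lower value means stronger loss of Her2 protein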
# HTR1E agonist = 5-HT1E receptor agonists, primary screen, cell-based, HTS; hit rate 0.69% among 65,000; CHO 5-HT1E Ga15 NFAT-bla reporter, FRET; 0% DMSO wells, 100% control agonist wells; activation, % at 6 µM; 5-hydroxytryptamine receptor 1E (Homo sapiens), P28566;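 active = activation above a set limit, the screen-wide mean activation plus 3 SD, cut at about 8.5% in these data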;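 note: 100% = positive control agonist at 1 µM giving full maximal response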
# Target sequence (P28566 whole entry, looked up): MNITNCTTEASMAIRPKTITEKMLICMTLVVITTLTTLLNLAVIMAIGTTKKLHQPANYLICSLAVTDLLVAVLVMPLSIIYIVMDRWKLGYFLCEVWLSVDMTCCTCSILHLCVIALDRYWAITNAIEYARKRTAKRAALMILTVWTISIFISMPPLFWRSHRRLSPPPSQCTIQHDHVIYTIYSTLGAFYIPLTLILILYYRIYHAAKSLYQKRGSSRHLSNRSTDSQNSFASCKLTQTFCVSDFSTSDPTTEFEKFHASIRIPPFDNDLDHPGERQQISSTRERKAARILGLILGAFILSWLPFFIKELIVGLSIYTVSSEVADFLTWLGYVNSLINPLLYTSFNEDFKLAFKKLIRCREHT
# HTR1E antagonist = 5-HT1E receptor antagonists, primary screen, cell-based, HTS. 5-hydroxytryptamine receptor 1E (Homo sapiens), P28566. CHO 5-HT1E Ga15 NFAT-bla reporter, FRET, antagonist. inhibition, % at 6 µM. hit rate 0.99% among 65,000. AID 571, 2007;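 active = inhibition above a set limit, the mean inhibition across every tested compound plus 3 SD, cut at about 29% in these data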;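 note: signal is the 460 over 535 nm emission ratio of beta-lactamase substrate; 0% = agonist plus DMSO wells and 100% = wells without agonist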
# MMP13 inh = human MMP13 inhibitors, primary screen, biochemical, FRET peptide cleavage | MMP-13 fTHP FRET cleavage, Mca fluorescence | hit rate 0.07% among 65,000 | AID 570, 2006 | inhibition, % at 4 µM | Collagenase 3 (Homo sapiens), P45452;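 active = inhibition above the mean of compound-free control plate wells plus 3 SD, cut at about 14% in these data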;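 note: 0% = DMSO wells and 100% = wells with reference MMP-13 inhibitor after basal subtraction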
# A340 absorber = compound light absorbance at 340 nm, profiling panel, artefact control, biochemical, MLSMR library, data from PS, PMK, MK assays; compound absorbance at 340 nm, fold over control; fold change at 10 µM; 65,000 tested, under 10 active; AID 708, 2007;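 active = at 10 µM dose, initial 340 nm absorbance at least 2 fold that of control wells; inactive = change under 2 fold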;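 note: initial absorbance extrapolated from kinetic A340 decline of NADH oxidation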
# S1P3 agonist = human S1P3 receptor agonists, primary screen, cell-based, primary and confirmation, NFAT-BLA reporter; Sphingosine 1-phosphate receptor 3 (Homo sapiens), Q99500; activation, % at 4.5 µM; S1P3 NFAT-BLA reporter cells, agonism, FRET ratio; relative to 1 µM S1P, basal subtracted; hit rate 0.1% among 60,000;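 active = activation above the screen-wide mean plus 3 SD, cut at about 4.5% in these data, passing the limit was not always enough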; note: some compounds called inactive have numbers as strong as hits
# Target sequence (Q99500 whole entry, looked up): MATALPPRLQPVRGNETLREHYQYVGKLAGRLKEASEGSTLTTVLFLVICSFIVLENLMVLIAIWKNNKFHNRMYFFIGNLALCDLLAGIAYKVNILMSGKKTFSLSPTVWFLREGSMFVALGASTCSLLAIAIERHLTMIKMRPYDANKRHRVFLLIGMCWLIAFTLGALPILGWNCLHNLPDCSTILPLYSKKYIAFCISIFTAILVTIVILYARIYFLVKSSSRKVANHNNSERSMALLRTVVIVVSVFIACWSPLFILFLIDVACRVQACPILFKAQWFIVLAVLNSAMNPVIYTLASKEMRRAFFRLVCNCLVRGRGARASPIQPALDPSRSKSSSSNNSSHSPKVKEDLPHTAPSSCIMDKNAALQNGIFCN
#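 Benchmarks: high control 1 µM S1P / System: stable CHO line with human S1P3, Gα16, NFAT-BLA reporter / Dosing: single compound concentration, 4.5 µM final / Timing: 4 h compound at 37 °C, 2 h substrate at RT / Measured by: FRET β-lactamase substrate fluorescence, excitation 405 nm, 460/535 nm emission ratio, background-subtracted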
# Autofluor 339 = intrinsic fluorescence of library compounds, ex339/em460 – biochemical, MLSMR library, data from DPM-DC assay, artefact control, profiling panel; compound autofluorescence, ex339/em460 nm, NADH buffer; hits give high values; 1 = no-compound wells, NADH background; fluorescence fold increase at 10 µM; hit rate 5.5% among 65,000; AID 709, 2007;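 active = at 10 µM, mean starting fluorescence two-fold or more over control wells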;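 note: signal is the first read of a kinetic run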
# The depositor's hits bear a star; · = not tested or not shown.
1: Cc1nc(SCC(=O)Nc2cc(C)on2)c2c(C)c(C)sc2n1
2: CCCc1c(O)nc(SCc2ccccc2)[nH]c1=O
3: CCn1c(=O)c(C(=O)CN2CCOCC2)c(N)n(Cc2ccccc2)c1=O
4: CCS(=O)(=O)c1ccc2oc(SCC(=O)c3ccco3)nc2c1
5: COCCN(CCOC)S(=O)(=O)c1ccc(C(=O)NCCCN2CCOCC2)cc1
6: CN1CCN(CCCNC(=O)Nc2cccc3ccccc23)CC1
7: COc1ccc(-n2c(SCC(=O)Nc3nccs3)nc3c(c2=O)SC(C)C3)cc1 (configuration not stated)
8: C=CCN(C(=O)CNC(=O)c1ccco1)C(C(=O)NC1CCCCC1)c1ccc(OC)cc1OC (configuration not stated)
Assay by compound,1,2,3,4,5,6,7,8
5-HT1A blocker,-6,0,-8,-1,0,4,-10,4
S1P1 ag-PAM,-17,·,6,-4,-10,-16,-12,-5
Her2 expr inh,99,93,96,74,95,99,100,92
HTR1E agonist,-1.1,-0.7,0.7,-0.1,-0.2,-1.5,1.1,0.8
HTR1E antagonist,15,-8,0,-4,-5,11,-1,1
MMP13 inh,3,4,8,6,-3,-48,-5,2
A340 absorber,1.1,1.1,0.99,1,1,1,1.1,0.99
S1P3 agonist,-0.1,-0.9,-0.5,-1.0,-0.2,-1.1,-1.0,-0.2
Autofluor 339,1.1,1.1,1,0.93,1.1,1.3,1,1.1

# A draw from above in order of molar mass, falling.
3: CCn1c(=O)c(C(=O)CN2CCOCC2)c(N)n(Cc2ccccc2)c1=O
1: Cc1nc(SCC(=O)Nc2cc(C)on2)c2c(C)c(C)sc2n1
2: CCCc1c(O)nc(SCc2ccccc2)[nH]c1=O
Assay by compound,3,1,2
5-HT1A blocker,-8,-6,0
S1P1 ag-PAM,6,-17,·
Her2 expr inh,96,99,93
HTR1E agonist,0.7,-1.1,-0.7
HTR1E antagonist,0,15,-8
MMP13 inh,8,3,4
A340 absorber,0.99,1.1,1.1
S1P3 agonist,-0.5,-0.1,-0.9
Autofluor 339,1,1.1,1.1

# The main list resumes, starting three compounds before the break.
6: CN1CCN(CCCNC(=O)Nc2cccc3ccccc23)CC1
7: COc1ccc(-n2c(SCC(=O)Nc3nccs3)nc3c(c2=O)SC(C)C3)cc1 (configuration not stated)
8: C=CCN(C(=O)CNC(=O)c1ccco1)C(C(=O)NC1CCCCC1)c1ccc(OC)cc1OC (configuration not stated)
9: Cc1csc(NC(=O)CCNS(=O)(=O)c2ccc3c(c2)c(=O)n(C)c(=O)n3C)n1
10: Cc1c(Cl)cccc1NC(=O)CC1SCCNC1=O (configuration not stated)
11: CCOC(=O)CSc1nc2ccccc2n1C(=O)OCC
12: CCCNC(=O)C(CC)NS(=O)(=O)c1ccc(OC)cc1 (configuration not stated)
13: COc1ccc(S(=O)(=O)N(CCN2CCOCC2)Cc2cc(OC)ccc2OC)cc1
14: Cc1cc2ccccc2n1CCNC(=O)C1CCCC1
15: Cc1onc(-c2ccncc2)c1C(=O)O
16: O=C(NCC1COc2ccccc2O1)Nc1ccccc1F (configuration not stated)
Assay by compound,6,7,8,9,10,11,12,13,14,15,16
5-HT1A blocker,4,-10,4,-3,14,-1,-1,11,17,-1,-8
S1P1 ag-PAM,-16,-12,-5,-3,-2,-20,-2,-7,-4,8,-12
Her2 expr inh,99,100,92,142,76,83,101,78,98,124,108
HTR1E agonist,-1.5,1.1,0.8,0.7,1.3,0.2,-0.4,-0.7,-0.5,-1.0,-0.3
HTR1E antagonist,11,-1,1,-3,0,-5,-5,-3,-3,6,-5
MMP13 inh,-48,-5,2,-2,0,-1,1,-7,-6,3,2
A340 absorber,1,1.1,0.99,1,1,1,1,0.99,1,0.97,1
S1P3 agonist,-1.1,-1.0,-0.2,-0.5,-1.3,1.6,0.3,0.2,-0.3,-0.4,-0.7
Autofluor 339,1.3,1,1.1,1.1,1.1,1.1,1.1,1.7,1.1,0.99,0.99

17: O=C(NC1CCCCC1)c1ccc(S(=O)(=O)N2CCCCC2)cc1
18: CC(=O)CSc1nnc(CSc2ncccn2)n1C1CCCCC1
19: CCOC(=O)c1ccccc1NC1c2ccccc2C(=O)N1C1CCN(C(=O)OCC)CC1 (configuration not stated)
20: O=C(CCCCCN1C(=O)c2ccccc2C1=O)NC1CCCC1
21: CCOc1ccc2nc(NC(=O)C(NS(=O)(=O)c3cccs3)C(C)C)sc2c1 (configuration not stated)
22: CCn1nc(C(=O)OCC(=O)c2cc(C)n(Cc3cccs3)c2C)c2ccccc2c1=O
23: Cc1ccc(-c2noc(CCC(=O)NCCN3CCOCC3)n2)cc1
24: Cc1nn2c3c(cnc2c1-c1ccccc1)C(=O)CC(c1ccco1)C3 (configuration not stated)
Assay by compound,17,18,19,20,21,22,23,24
5-HT1A blocker,-9,-9,39,-7,-1,3,-3,-11
S1P1 ag-PAM,-23,5,6,1,-16,14,-29,-11
Her2 expr inh,113,84,95,75,79,107,93,73
HTR1E agonist,0.5,1.4,1.1,-0.4,0.8,-1.0,-0.4,0.5
HTR1E antagonist,1,-5,4,1,18,-8,-1,-12
MMP13 inh,4,1,-38,-3,3,-3,0,0
A340 absorber,1,1,0.99,1,0.98,0.97,0.97,1
S1P3 agonist,-0.2,-0.6,-1.2,-0.8,-1.8,0.0,-0.6,0.6
Autofluor 339,1.1,1.1,2.4*,1.1,1.1,1,0.98,1.2

25: CC1CCCCC1NC(=O)C1CCN(C(=O)c2sccc2-n2cccc2)CC1 (configuration not stated)
26: CC(NC(=O)CNC(=O)OCc1ccccc1)C(=O)N1CC(O)CC1C(=O)OCc1ccccc1 (configuration not stated)
27: Cc1c(Cl)cccc1N1C(=O)C2ON(c3ccccc3)C(c3cccnc3)C2C1=O (configuration not stated)
28: OCC1OC(n2nc3ccccc3n2)C(O)C(O)C1O (configuration not stated)
29: CCC(C)NC(=O)c1c(N)n(/N=C/c2cccnc2)c2nc3ccccc3nc12 (configuration not stated)
30: COc1nc2cc(C)ccc2cc1-c1noc(-c2cccnc2)n1
31: CCN(CC)CCCNC(=O)c1c(O)c2c([nH]c1=O)CCCC2
32: COC(=O)Cn1ncc2c(C)n(Cc3ccccc3)c(C)c2c1=O
Assay by compound,25,26,27,28,29,30,31,32
5-HT1A blocker,6,0,·,1,-2,8,-1,-6
S1P1 ag-PAM,-9,16,-16,19,-25,-6,2,1
Her2 expr inh,92,110,95,105,53,82,141,100
HTR1E agonist,-0.5,-0.2,-0.1,0.1,-1.1,-0.6,-0.6,1.1
HTR1E antagonist,7,4,15,0,-4,-2,10,-2
MMP13 inh,-2,-7,2,-1,-4,-20,-12,-4
A340 absorber,1,1,1.1,1,1.1,1,0.99,0.98
S1P3 agonist,-0.2,0.1,-4.0,1.1,1.0,-0.3,0.9,-1.0
Autofluor 339,1.1,1.1,1.1,1.1,3.1*,1.3,0.99,1.1

33: Cn1c(-c2ccccc2)cc(=O)c2ccccc21
34: O=c1[nH]c(CN2CCN(C/C=C/c3ccccc3)CC2)nc2ccccc12
35: O=C(Nc1ccc2nc(-c3ccccc3)oc2c1)c1ccco1
36: COc1ccc(CNC(=O)Cn2cnc3c(=O)n(C)c(=O)n(C)c32)cc1
37: COn1c(-n2nc(C)cc2C)nc2ccccc2c1=O
38: COc1cc(C2C3=C(Nc4ncnn42)c2ccccc2CC3)cc(OC)c1OC (configuration not stated)
39: O=C(CSc1nnc(Cc2ccccc2)o1)N1CCOCC1
40: O=C(CSc1nnc(CNc2ccccc2)o1)N1CCCc2ccccc21
Assay by compound,33,34,35,36,37,38,39,40
5-HT1A blocker,-1,-17,-10,0,15,14,-8,-6
S1P1 ag-PAM,-36,·,12,-1,-10,-40,-8,20
Her2 expr inh,84,83,88,113,91,67,105,77
HTR1E agonist,1.3,1.3,-0.3,-0.4,0.0,-0.2,-0.1,0.5
HTR1E antagonist,-6,-2,-1,5,-1,61*,0,7
MMP13 inh,1,2,-18,-1,4,-3,0,-1
A340 absorber,1,1,1.1,1.1,1,1.1,1,0.99
S1P3 agonist,0.1,-1.6,-1.2,-1.0,-0.8,-1.0,-0.1,-0.4
Autofluor 339,1.1,1.3,1.6,1.1,1.1,1.2,1.1,1.1

41: O=C(c1cccs1)N1CCN(S(=O)(=O)N2CCCCC2)CC1
42: CCN(CC)CCN1C(=O)C(O)=C(C(=O)c2sc(C)nc2C)C1c1cccnc1 (configuration not stated)
43: CC(=O)C1C(c2ccc3ncccc3c2)NC(=O)NC1(O)C(F)(F)F (configuration not stated)
44: COC1=CC(=O)OC12CCCCC2
45: O=C(CSc1nnc(C2CC2)n1Cc1ccccc1)N1CCN(S(=O)(=O)c2ccccc2)CC1
46: COc1cccc(NC(=O)N2CCCC2C(=O)NCC(C)C)c1 (configuration not stated)
47: C=CCn1c(N)cc(=O)nc1SCC(=O)N1CCN(c2ccc(F)cc2)CC1
48: COc1ccc(O)c(C(=O)c2cnn(C(=O)c3cc(C)oc3C)c2)c1
Assay by compound,41,42,43,44,45,46,47,48
5-HT1A blocker,-10,-3,-4,-14,-10,-11,-2,7
S1P1 ag-PAM,-2,-19,3,-2,-8,-16,-34,·
Her2 expr inh,99,92,138,86,88,91,165,·
HTR1E agonist,-0.5,-0.3,0.1,-0.5,0.3,0.0,0.1,0.1
HTR1E antagonist,-1,-6,-7,5,-5,5,-4,17
MMP13 inh,2,-1,-2,0,-3,2,-6,-7
A340 absorber,1,1.1,0.99,1,1,0.99,1,1.1
S1P3 agonist,0.0,0.8,0.3,-0.9,0.2,-0.7,-0.2,·
Autofluor 339,1.1,1.1,1,1,1.1,1.1,1.1,1.4

49: CNC(=O)NCCN1CCCC1=O
50: O=C1C(c2ccncc2)N(CCC2=CCCCC2)C(=O)CN1C1CCCCC1 (configuration not stated)
51: CCSc1nnc(NC(=O)CC)s1
52: COc1ccc(N2C(=O)C3CCCN3C2c2cccc(C)c2)cc1Cl (configuration not stated)
53: O=C(CS(=O)(=O)c1c[nH]c2ccccc12)N1CCCCC1
54: CCOc1ccc(S(=O)(=O)N2CCN(C)CC2)c(C)c1C
Assay by compound,49,50,51,52,53,54
5-HT1A blocker,-1,-2,-3,-6,11,-7
S1P1 ag-PAM,7,·,-16,1,·,·
Her2 expr inh,95,136,102,77,108,104
HTR1E agonist,1.7,0.7,-0.5,0.5,-0.8,0.0
HTR1E antagonist,1,-2,1,-11,-12,-3
MMP13 inh,3,-4,1,-2,-4,7
A340 absorber,1,1,1,1,1,1
S1P3 agonist,-1.3,·,-0.4,-0.2,·,-0.8
Autofluor 339,1.1,0.99,1.1,1,1.1,1.1

# Down the list, from the results shown.
# Autofluor 339 for entries 49 to 54, in order: 1.1, 0.99, 1.1, 1, 1.1, 1.1
# S1P3 agonist for entries 49 to 54, in order: -1.3, ·, -0.4, -0.2, ·, -0.8
